Source: PubChem
D1 ag: Allosteric Agonists of the Human D1 Dopamine Receptor: qHTS | activation, % at 2 µM | AID 504660, 2011 | HEK293 T-REx D1 cells, calcium flux, agonist mode | D(1A) dopamine receptor (Homo sapiens), P21728 | 360,000 tested, 1% active; in the data active means activation above about 30%; further: 0% is about no effect
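Tetracycline-induced HEK293 TREx D1 cells, force-coupled to calcium signalling, were dye-loaded with a no-wash calcium kit. Compound was pin-added after a 10 s baseline. Fluorescence was read kinetically at 1 cycle/s for 180 s, with calcium rises flagged as agonism.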
D1 PAM: Potentiators of Human D1 Dopamine Receptor: qHTS | D(1A) dopamine receptor (Homo sapiens), P21728 | HEK293 TREx D1 cells, calcium flux, dopamine EC20 potentiation | potentiation, % at 10 µM | 360,000 tested, 0.036% active; in the data active means potentiation above about 30%; further: 0% is about no effect
D1 antagonist: Antagonist of Human D 1 Dopamine Receptor: qHTS. 360,000 tested, 3.2% active. HEK293 TREx D1 cells, calcium flux, dopamine EC80; hits give low values. activity change, negative = inhibition, % at 10 µM. AID 504652, 2011. D(1A) dopamine receptor (Homo sapiens), P21728; in the data active means activity change below about -30%; further: on the % scale 0 is the no-effect control and ±100 the full control effect
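After overnight tetracycline induction at 30 C, force-coupled D1 HEK293 cells took up a no-wash calcium dye at room temperature. Compounds were added and monitored 180 s, and the response to EC80 dopamine was then recorded.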
RXFP1 ag: qHTS Assay for Agonists of the Relaxin Receptor RXFP1; Potency, µM (titrated, usually from 57.5 µM), without a hit: at the top dose activation, usual class: activators; Relaxin receptor 1 (Homo sapiens), Q9HBX9; HEK293T-RXFP1 cAMP TR-FRET, 30 min; response scale: percent of porcine relaxin response, buffer zero; 370,000 tested, 0.3% active; further: potency means the concentration at half of the fitted maximal effect; on the % scale 0 is the no-effect control and ±100 the full control effect; nearly all actives have a fitted effect of over 60% in size; many of its hits are not listed in these tables
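Agonist response is measured as cAMP accumulation in an RXFP1-transfected HEK293T line under PDE4 inhibition. Values are scaled between buffer-only and 29 nM porcine relaxin, and EC50s come from standard Hill equation fits.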
TRHR ag: qHTS for Small Molecule Agonists and Allosteric Enhancers of Human TRH Receptor: Primary Screen for Agonists | Thyrotropin-releasing hormone receptor (Homo sapiens), P34981 | TRHR cells, calcium flux fluo-8, FDSS agonist mode | activation, % at 2 µM | 360,000 tested, 0.18% active | AID 493084, 2011; in the data active means activation above about 30%; further: 0% is about no effect
Target sequence (P34981 whole entry, looked up): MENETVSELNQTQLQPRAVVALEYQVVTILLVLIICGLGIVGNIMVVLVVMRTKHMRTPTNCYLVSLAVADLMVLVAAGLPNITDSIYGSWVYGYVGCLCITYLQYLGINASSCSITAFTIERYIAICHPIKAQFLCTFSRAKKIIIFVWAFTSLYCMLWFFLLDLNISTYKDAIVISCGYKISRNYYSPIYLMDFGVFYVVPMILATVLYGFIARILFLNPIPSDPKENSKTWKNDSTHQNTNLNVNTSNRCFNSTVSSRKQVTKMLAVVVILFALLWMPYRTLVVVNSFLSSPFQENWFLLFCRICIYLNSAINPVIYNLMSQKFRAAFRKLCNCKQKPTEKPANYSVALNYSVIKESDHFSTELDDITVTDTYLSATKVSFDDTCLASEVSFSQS
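TRHR-expressing cells loaded with fluo-8 calcium dye; 23 nL library compound pin-transferred, kinetic FDSS fluorescence (Ex 480/Em 530) recorded about 180 s for agonist-induced calcium release, before a 10 nM TRH EC20 addition for potentiator mode.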
Anesthetic bind: qHTS Assay for Identification of Novel General Anesthetics; Ferritin light chain (Equus caballus), P02791; apoferritin/1-aminoanthracene competitive binding, fluorescence; Potency, µM (top dose mostly 77.5 µM), for inactives: at the highest dose activity change, negative = displacement, actives largely listed as inhibitors; 350,000 tested, 0.074% active; further: potency means the concentration at half of the fitted maximal effect; on the % scale 0 is the no-effect control and ±100 the full control effect; nearly all actives have a fitted effect of over 20% in size
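Steps: apoferritin (10 uM) was premixed with half-saturated 1-AMA in PBS, compounds were pin-transferred, plates stood 10 min at room temperature, fluorescence was read at 380/535 nm, and curves were fitted with a Hill equation.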
RXFP1 antag: qHTS Assay for Antagonists of the Relaxin Receptor RXFP1; 350,000 tested, 0.59% active; AID 1259400, 2018; activity change, negative = inhibition, % at 57.5 µM; HEK293-RXFP1, relaxin-stimulated cAMP HTRF, 30 min; hits give low values; Relaxin receptor 1 (Homo sapiens), Q9HBX9;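 active means activity change of -60% or lower, but not beyond a set lower limit; inconclusive means change between -60% and -40%, or beyond the set limit; inactive means change above -40%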; further: on the % scale 0 is the no-effect control and ±100 the full control effect
D2 potentiator: HTS Assay for Positive Allosteric Modulators of the Human D2 Dopamine Receptor: Primary Screen for Potentiators; 340,000 tested, 0.34% active; D(2) dopamine receptor (Homo sapiens), P14416; potentiation, % at 10 µM; HEK293 T-REx D2, calcium flux, EC20 dopamine potentiation;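 active means potentiation over 3 SD above the plate norm, cut at about 30% in these data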; further: 0% is about no effect
Target sequence (P14416 whole entry, looked up): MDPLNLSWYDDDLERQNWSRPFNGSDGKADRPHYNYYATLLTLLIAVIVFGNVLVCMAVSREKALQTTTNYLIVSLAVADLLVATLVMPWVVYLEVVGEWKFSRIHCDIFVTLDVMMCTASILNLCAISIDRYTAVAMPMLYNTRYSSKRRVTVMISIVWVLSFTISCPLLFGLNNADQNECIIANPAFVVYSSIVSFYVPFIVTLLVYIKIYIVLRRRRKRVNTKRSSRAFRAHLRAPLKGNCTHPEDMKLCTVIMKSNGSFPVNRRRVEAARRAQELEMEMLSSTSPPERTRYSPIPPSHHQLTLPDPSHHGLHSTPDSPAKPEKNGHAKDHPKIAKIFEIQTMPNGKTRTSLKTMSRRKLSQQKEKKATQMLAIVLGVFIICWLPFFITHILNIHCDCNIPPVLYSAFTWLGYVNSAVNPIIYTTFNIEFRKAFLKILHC
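Cells plated with tetracycline inducer and held overnight at 30 C; calcium dye loaded 30–90 min at room temperature; baseline taken, compound added and read 180 s; EC20 dopamine then added and read 180 s.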
TRHR enhancer: qHTS for Small Molecule Agonists and Allosteric Enhancers of Human TRH Receptor: Primary Screen for Enhancers; Thyrotropin-releasing hormone receptor (Homo sapiens), P34981; TRHR cells, fluo-8 calcium fluorescence, EC20 TRH enhancement; enhancement, % at 2 µM; 360,000 tested, 0.66% active; in the data active means enhancement above about 30%; further: 0% is about no effect
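Enhancer read-out: after compound pinning and an initial kinetic agonist-mode read, an EC20 of TRH (10 nM final) was injected and fluo-8 calcium signal (Ex 480/Em 530) followed at 1 s/cycle for 100 cycles in TRHR-expressing cells.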
* hit, by the source's call; ? = inconclusive; . = no result given; [ ] = remark or other dose. Unless noted, the call rests on the fitted dose curve; in most records, active means well fitted curve in the direction sought with a large enough effect; inconclusive means small, poorly fitted or top-dose-only effect, or another doubt; inactive means no such curve, though single readings can be large; an effect the other way counts as inactive or inconclusive.

D1 ag,D1 PAM,D1 antagonist,RXFP1 ag,TRHR ag,Anesthetic bind,RXFP1 antag,mol,D2 potentiator,TRHR enhancer
8,0,4,2.1%,-0.1,-16%,-7,Nc1cc(Oc2cccnc2)cc([N+](=O)[O-])c1,2,1
2,-2,-3,0.4%,0.2,-3%,-94*,O=c1cnnc(Nc2ccccc2F)[nH]1,4,24
4,-3,11,2.6%,0.2,3%,4,CC(NC(=O)/C(C#N)=C/c1cn(-c2ccccc2)nc1-c1ccc(F)cc1)c1ccccc1 (stereo unspecified),1,8
2,.,9,15%,0.3,167%[activator],8,CC(=O)Nc1cc2ccc(OC(C)=O)cc2oc1=O,1,8
1,-1,-6,0.6%,-0.5,-13%,-14,COCCN(C(=O)Cn1nnc2ccccc21)C(C(=O)NC1CCCC1)c1ccc(OC)cc1OC (stereo unspecified),-9,-8
0,2,-2,0.4%,-0.2,-2%,-1,CC1=Nc2ccccc2N=C(NC(=O)CN2CCN(c3ccccc3)CC2)C1c1ccccc1 (stereo unspecified),1,-4
1,-8,-25,2.9%,0.6,-5%,.,O=C(NC1CC2CCCC(C1)N2Cc1cccs1)c1ccc([N+](=O)[O-])cc1 (stereo unspecified),-21,-2
5,-12,-1,?,-0.8,211%[activator],-5,CCCOc1ccc(CNC(=O)c2ccc3c(c2)N(CC)CCS3)cc1,-15,-2
6,2,-11,-1.3%,0.5,?,0,CCOC(=O)c1c(NC(=O)CSc2nnnn2-c2ccccc2)sc2c1CC(C)(C)NC2(C)C,-14,9
6,0,4,6.6%,10,206%[activator],14,Cc1ccccc1-n1c2nc(=O)[nH]c(=O)c-2cc2c(Cl)cccc21,-5,-7
14,-8,-16,4.3%,-0.3,-9%,-37,O=C(Nc1ccc(F)cc1)N1CCN(c2nc3ccccc3s2)CC1,16,2
3,-3,3,-1.0%,0.4,.,15,O=C(CN1CCCCC1)NC(=O)Nc1ccccc1F,11,0
6,-3,-24,2.2%,-0.4,8%,6,NS(=O)(=O)c1ccc(CCNS(=O)(=O)c2cccc3cccnc23)cc1,2,-10
1,-6,1,3.3%,0.5,-3%,-4,Cc1c(C2C(C#N)=C(N)OC3=C2C(=O)CCC3)cnn1C (stereo unspecified),2,-13
0,-1,-15,0.8%,-0.3,-5%,9,Cc1ccc2cc3cc(C(=O)NCCCN4CCCCCC4)oc3nc2c1,-2,-6
0,-2,-3,-0.9%,-0.5,-16%,0,CCCCOc1ccc(C(=O)N=c2sccn2C)cc1OC,-5,-1
7,-3,-9,1.5%,3.0,?,-12,CCOC(=O)c1c(C)oc2ncnc(Nc3cc(Cl)ccc3OC)c12,4,12
2,-7,3,1.3%,0.6,-7%,-13,Cc1ccc2nc(NC(=O)C3CC3C)sc2c1 (stereo unspecified),11,12
2,3,-12,5.6%,0.3,-6%,1,CCN(CC(=O)NC(C)(C)C)C(=O)c1ccc2c(c1)S(=O)(=O)c1ccccc1C2=O,5,3
2,-6,10,0.0%,-0.1,207%[activator],7,N#CC1(C#N)C(c2ccccc2)OC23CCCCCC2C1(C#N)C(=N)O3 (stereo unspecified),10,4
1,2,12,-0.8%,0.1,-10%,36,Cc1nn(C)c(C(=O)NNC(=S)Nc2ccc(Cl)cc2)c1[N+](=O)[O-],2,-5
0,2,8,3.3%,-0.7,-7%,17,COc1cccc(Cn2c(CNC(=O)Cc3cccc(C)c3)nc3cccnc32)c1,-6,21
-1,3,-12,4.5%,-1.1,-23%,-4,CCN(CC)S(=O)(=O)c1cccc(-c2nnc(SCc3ncc(-c4ccccc4)o3)n2C)c1,-4,-6
3,-3,-18,5.9%,0.6,.,-6,COc1ccc(CC(=O)Nc2sccc2C#N)cc1S(=O)(=O)N1CCOCC1,12,1
0,-3,1,-2.4%,-0.5,-9%,-3,COCc1ccc(C(=O)N2CCCC(N3CCN(c4ccc(F)cc4)CC3)C2)o1 (stereo unspecified),-21,-4
3,1,22,-1.9%,-0.6,-9%,4,CCOc1cc(C2c3c(-c4cc(C)ccc4O)n[nH]c3C(=O)N2CCCOC(C)C)ccc1O (stereo unspecified),-12,-5
0,2,-12,0.6%,-0.6,4%,0,CCOc1cc(/C=N/NC(=O)C(=O)NCCCOC(C)C)cc(Br)c1O,0,11
1,-7,-3,0.8%,0.5,-16%,-7,CCOC(=O)CCNC(=O)Nc1ccc2nc(C)n(Cc3ccc(Cl)cc3)c(=O)c2c1,3,14
32*,-2,8,0.8%,0.9,-6%,-10,CCc1ccc(NC(=O)C2CCN(C(=O)[C@@H]3Cc4ccccc4CN3)CC2)cc1,4,0
9,-9,-6,-0.4%,1.0,-4%,-3,CCN(c1ccccc1)S(=O)(=O)c1cc(C(=O)Nc2ccc(F)c(F)c2)ccc1F,-2,-10
6,0,49,4.0%,-0.2,-5%,-4,O=C(O)c1cc2c(N3CCC(Cc4ccccc4)CC3)ncnc2s1,-4,7
4,0,2,0.3%,-0.3,-13%,-11,C=CCn1c(SCC(=O)N2c3ccccc3Sc3ccccc32)nnc1-c1ccco1,-7,-3
6,5,-4,-0.2%,-0.3,2%,0,CCCc1c(C)nc(N2CCN(c3ccccc3OC)CC2)[nH]c1=O,2,6
4,0,-5,4.5%,0.1,-5%,5,CCn1ncc(S(=O)(=O)NCc2ccccc2Cl)c1C,-3,-1
2,-9,-41*,0.6%,0.1,-16%,-8,O=C(/C=C/Nc1ccc(F)cc1)c1ccc(Oc2ncccn2)cc1,2,4
0,0,1,.,-1.3,.,.,CC(C)(C)OC(=O)NCC(=O)NNC(=O)C(C(=O)OCc1ccccc1)c1ccccc1 (stereo unspecified),.,0
1,-10,13,9.2%,-0.1,43%[activator],-9,Cc1cc(C)c2c(n1)nn1c(-n3ccnc3)cc(C)nc21,0,-3
4,0,1,-0.8%,-1.2,-12%,-2,CCCCn1nnnc1NCc1ccc(C)cc1,11,7
2,-4,-9,1.6%,0.4,0%,7,Cc1nc(C(F)(F)F)ccc1C(=O)N1CCCCC1,11,4
4,0,-4,-1.4%,-1.7,-20%,6,O=S(=O)(c1ccccc1)c1nc(-c2ccco2)oc1N1CCCCCC1,.,3
0,-10,9,-4.5%,-0.4,-1%,-5,Cc1cc(C)n(-c2nc(-c3ccc(Cl)cc3)cs2)n1,21,12
4,-2,6,4.3%,0.2,-17%,1,COc1cccc(/C(O)=C2\C(=O)C(=O)N(c3ccccn3)C2c2ccccc2OC)c1 (stereo unspecified),1,1
0,-1,-3,-2.1%,0.8,-9%,-11,COc1ccccc1NC(=O)c1cc2cc3ccc(OC)c(Cl)c3nc2s1,0,5
1,4,2,-2.0%,0.1,-10%,12,COc1ccc(-c2cc3ccccc3oc2=O)cc1NC(=O)c1ccc([N+](=O)[O-])o1,-6,9
7,-7,-4,1.0%,0.9,-3%,-21,O=C(NCCc1cccs1)c1ccc(Cn2c(SCc3cccc(F)c3)nc3cccnc32)cc1,-1,-5
-1,-7,-28,-0.5%,-0.2,.,.,COc1ccc(-c2cn(CCC(=O)NCc3ccc(C)cc3)c(CCN)n2)cc1,3,2
1,-3,17,-1.4%,0.5,-1%,8,CCOC(=O)c1cc(-c2ccc(OC)cc2)nn1-c1ccccc1C(=O)O,-8,-14
0,-7,27,1.9%,1.0,0%,-3,COc1ccc(Cc2nnc(NC(=O)c3ccc(OC)c(OC)c3)s2)cc1,.,2
8,-5,-30,-1.1%,-0.1,?,-15,CCc1cc(-c2onc(C)c2-c2cscn2)c(O)cc1OC,.,4
3,-2,4,3.3%,-0.2,-9%,-26,CCOC(=O)CNC1CC(=O)N(c2cccc(Cl)c2)C1=O (stereo unspecified),0,1
1,-1,-2,1.5%,0.1,-6%,-3,CCS(=O)(=O)CCSc1nc(C)cc(C)c1C#N,0,9
4,-1,2,-0.2%,0.8,-8%,-13,COc1ccc(NC(=O)CCNS(=O)(=O)c2ccc(NC(C)=O)cc2)cc1Cl,16,-1

A portion of the library (hit frequency here may not be typical).
